# hIAP act: human IAP activators, primary screen, biochemical, luminescence, uHTS; AID 2524, 2010; purified human IAP, CDP-Star luminescence, 30 min; active compounds read high; 1 = vehicle-only enzyme, 0 = enzyme-free background; hit rate 0.16% among 330,000; Intestinal-type alkaline phosphatase (Homo sapiens), P09923; activation factor at 10 µM;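 active means activation factor of the enzyme at least 2-fold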; further: the source names both 10 and 20 µM as test concentration; values of inactives mirror those of a sister screen read the other way
# Target sequence (P09923 whole entry, looked up): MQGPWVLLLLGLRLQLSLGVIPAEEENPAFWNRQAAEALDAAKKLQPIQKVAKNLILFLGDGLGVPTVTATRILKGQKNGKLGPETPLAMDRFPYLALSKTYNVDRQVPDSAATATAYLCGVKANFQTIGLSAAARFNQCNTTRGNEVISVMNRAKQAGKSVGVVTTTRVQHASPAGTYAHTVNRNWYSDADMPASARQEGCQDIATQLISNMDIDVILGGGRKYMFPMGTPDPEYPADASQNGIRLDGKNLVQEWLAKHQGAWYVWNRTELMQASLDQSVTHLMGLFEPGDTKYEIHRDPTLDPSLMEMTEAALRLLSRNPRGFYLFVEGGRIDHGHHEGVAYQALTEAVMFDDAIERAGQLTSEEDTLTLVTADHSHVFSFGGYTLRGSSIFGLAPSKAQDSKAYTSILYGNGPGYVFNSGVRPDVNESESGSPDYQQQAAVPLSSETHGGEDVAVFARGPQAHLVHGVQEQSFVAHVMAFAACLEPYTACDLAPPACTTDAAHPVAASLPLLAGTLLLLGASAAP
# MIN6 prolif: inducers of MIN6 beta-cell proliferation, primary screen, ATP luminescence, uHTS; MIN6 cells proliferation, ATPlite luminescence, 48 h; cells starved in 0.2% serum; 100% = growth in 10% serum; proliferation, % at 10 µM; hit rate 0.29% among 330,000; AID 2380, 2010;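 active means compounds whose signal lies at least 3.5 SD above the mean of all wells on their plate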;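 further: 0% = DMSO-treated cells in low-serum medium and 100% = 10% serum control; some compounds called inactive have numbers as strong as hits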
# A3G deaminase: APOBEC3G DNA deaminase inhibitors, primary screen, biochemical, fluorescence, single-stranded DNA substrate, uHTS; inhibition, % at 20 µM; AID 493012, 2011; hit rate 0.28% among 330,000; DNA dC->dU-editing enzyme APOBEC-3G (Homo sapiens), Q9HC16; recombinant A3G, ssDNA deamination FAM/TAMRA fluorescence;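 active means inhibition of at least 40% at 20 µM, with no more than 30% in the related APOBEC3A deaminase screen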;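 further: plate controls were DMSO wells with A3G for no effect and wells lacking A3G enzyme for full effect; some compounds called inactive have numbers as strong as hits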
# Target sequence (Q9HC16 whole entry, looked up): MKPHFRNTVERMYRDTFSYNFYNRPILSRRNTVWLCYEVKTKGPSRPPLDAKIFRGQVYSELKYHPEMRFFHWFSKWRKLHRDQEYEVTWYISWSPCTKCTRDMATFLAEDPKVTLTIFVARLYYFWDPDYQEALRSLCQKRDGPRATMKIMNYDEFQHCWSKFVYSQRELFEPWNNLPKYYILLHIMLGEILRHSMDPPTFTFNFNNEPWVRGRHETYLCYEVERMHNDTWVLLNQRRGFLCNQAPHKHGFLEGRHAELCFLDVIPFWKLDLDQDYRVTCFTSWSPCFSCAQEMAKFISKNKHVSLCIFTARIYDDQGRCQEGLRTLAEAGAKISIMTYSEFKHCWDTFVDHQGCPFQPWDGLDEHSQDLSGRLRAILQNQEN
# SENP1 FRET inh: human SENP1 catalytic domain inhibitors, primary screen, biochemical, FRET, uHTS | AID 624204, 2012 | hit rate 0.21% among 360,000 | Sentrin-specific protease 1 (Homo sapiens), Q9P0U3 | inhibition, % at 10 µM | recombinant SENP1 catalytic domain, CyPet-SUMO1-YPet FRET cleavage;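 active means inhibition at least 30% at 10 µM, raw YFP signal under a set limit, fluorescence ratio 0.5 to 1.5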;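 further: 0% = enzyme with DMSO and 100% = no enzyme wells; some results filed as inactive read as strong as hits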
#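 Controls: no-enzyme wells low, DMSO-plus-enzyme wells high control. Test system: human recombinant His6-tagged SENP1 catalytic domain enzyme. Reagent: SFCypet-SUMO1-SFYpet FRET protein substrate, 25 nM final. Doses: one dose per compound, 10 µM, 0.5% DMSO. Detection: FRET, CFP and YFP emission. Timing: 50 min reaction at room temperature.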
# hIAP inh: human IAP inhibitors, primary screen, biochemical, luminescence, uHTS; Intestinal-type alkaline phosphatase (Homo sapiens), P09923; purified IAP, CDP-Star luminescence, 30 min; inhibition, % at 10 µM; hit rate 0.12% among 330,000; AID 2544, 2010;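 active means inhibition reaching a set limit with compound at 10 µM in the primary screen, cut at about 35% in these data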;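 further: plate controls were DMSO wells with enzyme for no effect and no-enzyme buffer wells for full effect; values of inactives mirror those of a sister screen read the other way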
# mIAP act: activators of mouse IAP, primary screen, biochemical, luminescence, uHTS. AID 2805, 2010. intestinal alkaline phosphatase [Mus musculus]. muIAP, CDP-Star luminescence, 30 min; active compounds read high; 1 = vehicle-only enzyme signal, 0 = enzyme-free wells. hit rate 0.24% among 330,000. activation factor at 10 µM;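 active means activation factor of at least 2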; further: the source names both 10 and 20 µM as test concentration; values of inactives mirror those of a sister screen read the other way
#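 also added = chemiluminescent substrate CDP-Star | test system = mouse IAP enzyme | signal = chemiluminescence readout | compound = DMSO-dissolved test compounds | incubation = 30 min at room temperature | benchmarks = DMSO wells, no-enzyme wells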
# APOBEC3A inh: APOBEC3A ssDNA deaminase inhibitors, primary screen, selectivity assay for APOBEC3G inhibitor project, biochemical, FAM/TAMRA oligo cleavage fluorescence; DNA dC->dU-editing enzyme APOBEC-3A (Homo sapiens), P31941; recombinant A3A, FAM/TAMRA ssDNA deamination fluorescence; inhibition, % at 20 µM; hit rate 0.41% among 330,000;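 active means at least 40% inhibition at 20 µM here, with at most 30% in a related deaminase screen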;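 further: plate controls were A3A with DMSO for no effect and wells lacking A3A enzyme for full effect; some results filed as inactive read as strong as hits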
# Target sequence (P31941 whole entry, looked up): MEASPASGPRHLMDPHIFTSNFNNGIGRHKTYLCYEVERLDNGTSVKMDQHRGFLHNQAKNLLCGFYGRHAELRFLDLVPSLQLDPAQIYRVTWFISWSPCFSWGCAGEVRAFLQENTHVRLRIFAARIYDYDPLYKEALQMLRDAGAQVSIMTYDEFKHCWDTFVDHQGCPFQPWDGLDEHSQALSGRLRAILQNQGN
# mIAP block: inhibitors of mouse IAP, primary screen, biochemical, luminescence, uHTS; purified mouse IAP, CDP-Star luminescence, 30 min; inhibition, % at 10 µM; hit rate 0.2% among 330,000;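 active means inhibition of at least 40% at 10 µM in the primary screen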;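 further: plate controls were DMSO with enzyme for no effect and no enzyme wells for full effect; values of inactives mirror those of a sister screen read the other way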
# NLRP3 yeast inh: NALP3 inflammasome inhibitors in reconstituted yeast, primary screen, luminescence, uHTS; hit rate 0.39% among 330,000; Yeast reconstituted NLRP3/ASC/caspase-1, beta-gal luminescence, 24 h; AID 2825, 2010; inhibition, % at 10 µM;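 active means inhibition of 50% or more; inactive means inhibition below 50%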;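 further: plate controls were induced DMSO wells for no effect and uninduced yeast grown without galactose for full effect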
# Numbers without * were called inactive; · = no result given. Only part of the results is shown; the hit share may differ from the screen's.
SMILES,hIAP act,MIN6 prolif,A3G deaminase,SENP1 FRET inh,hIAP inh,mIAP act,APOBEC3A inh,mIAP block,NLRP3 yeast inh
COCCNC(=O)C1(C(F)(F)F)CC(CCCO)CCCO1 (stereo not given),0.92,1,-4,1,8,0.94,-2,6,5
CCC(CC)c1nnc(NC(=O)CCc2ccc(OC)cc2)s1,1.1,-3,-7,4,-12,1.1,-6,-5,22
Cc1cccc(C)c1NC(=O)CSc1nnc(Cc2ccccc2)o1,1.1,-2,-9,1,-6,1.1,-6,-9,9
CCOC(=O)C1(CC2CC2)CCN(C(=O)c2cc(C3CC3)nc3ccccc23)CC1,1,-5,0,2,-5,0.94,-1,6,1
CCOC(=O)C1=NOC(Cn2cc(C#N)c(=O)n(C)c2=O)C1 (stereo not given),1,-2,-6,-1,-2,1,-5,-3,-5
O=c1[nH]c(COc2ccc(Cl)cc2Cl)nc2ccccc12,0.82,-2,-11,1,18,0.99,-4,1,23
Cc1c(C(=O)N2CCN(S(=O)(=O)c3ccccc3)CC2)oc2ccc(Br)cc12,0.9,-3,-4,1,10,0.87,-3,13,22
CCOc1ccccc1C(=O)Nc1ccc(-n2nncc2C(C)(C)C)cc1,0.82,1,-12,1,18,0.97,6,2,2
COC(=O)CSc1nc(C)c(C(=O)Nc2ccccc2C)c(-c2ccc(Cl)cc2)c1C#N,0.89,-2,-3,0,11,0.94,-1,6,4
Cc1ccc(NC(=S)N(CCN2CCOCC2)Cc2cc3cc4c(cc3[nH]c2=O)OCCO4)cc1,0.89,-2,-5,-1,11,0.99,1,1,2
O=C(C[C@H]1C[C@H](C(=O)N2CCCCC2)[C@@]2(CCc3ccccc3)c3[nH]c4cc(-c5ccco5)ccc4c3CCN2C1=O)NCCN1CCOCC1,·,·,6,-45,·,1,3,-1,·
CC(C)c1ccccc1NC(=O)COC(=O)CCN1C(=O)/C(=C\C=C\c2ccccc2)SC1=S,0.76,-4,-5,-5,24,0.9,-1,10,17
N#Cc1nc(COc2ccc(Cl)cc2)oc1N1CCN(Cc2ccccc2)CC1,1,-2,-5,1,-1,1,-2,-1,19
COc1cc2c(cc1OC)C(c1ccccc1O)NCC2 (stereo not given),0.74,1,-8,1,26,0.97,-8,3,20
COc1ccccc1-c1n[nH]c2c1[C@H](C)CC[C@H]2C(C)C,1,-3,-2,2,-1,0.99,0,1,35
CN1CCN(S(=O)(=O)c2cccc([N+](=O)[O-])c2)CC1,0.87,1,-5,1,13,0.92,-1,8,-3
Cc1cc(C(C)(C)C)cc(S(=O)(=O)Nc2ccc(C(=O)O)cc2)c1C,1.1,-1,-4,1,-5,0.93,1,7,7
O=C1NN(c2ccc(Cl)c(Cl)c2)C(=O)/C1=C/c1cccc(OC(=O)c2cccs2)c1,1,-6,1,·,-3,0.91,2,9,17
CCOC(=O)c1c(C)[nH]c(C(=O)OCCOc2ccc(Cl)cc2)c1C,1.7,-1,-5,-1,-70,1.1,2,-8,16
COc1ccc(OC)c(Nc2nc(-c3sc(NC(=O)CC(C)C)nc3C)cs2)c1,1.1,-7,-5,-10,-5,0.85,-5,15,15
CC(C)n1c(=O)c2c(O)cc(=O)oc2c2ccccc21,1,-3,11,-47,0,0.98,5,2,37
CC(C)(C)S(=O)(=O)c1ccc2nc3c(n2c1)CCCC3,0.92,-2,-6,-1,8,0.99,-3,1,6
COC(=O)[C@]1(C)N[C@H](CN(C)C(=O)Nc2ccc(OC)cc2)[C@@H]2C(=O)N(Cc3ccccc3)C(=O)[C@@H]21,1.2,-2,-4,0,-21,1.1,-3,-9,13
Cc1nc(-c2ccc(S(=O)(=O)N3CCN(Cc4ccccc4)CC3)s2)cs1,0.95,-1,0,0,5,1,1,-1,19
COc1cccc(C(=O)Nn2cnnc2)c1OC,1.1,-3,-4,0,-14,1.1,-2,-8,28
# Later entries
SMILES,hIAP act,MIN6 prolif,A3G deaminase,SENP1 FRET inh,hIAP inh,mIAP act,APOBEC3A inh,mIAP block,NLRP3 yeast inh
O=C(/C=C/c1ccc([N+](=O)[O-])cc1)NCC1CCCO1 (stereo not given),1,0,-7,1,-5,1.1,-5,-7,-23
CC(C)(CNS(=O)(=O)c1ccc(F)cc1)CNS(=O)(=O)c1ccc(F)cc1,0.98,-2,-3,2,2,1,-2,-3,3
Cc1ccc(NC(=O)CCCc2c[nH]c3ccccc23)nc1,1.1,-2,-6,1,-8,0.97,-4,3,14
CCN(CC)S(=O)(=O)c1ccc(C)c(NC(=O)Cn2cnc3cc([N+](=O)[O-])ccc3c2=O)c1,0.95,-1,-9,-31,5,0.93,4,7,14
O=C(CSc1ccc2nnc(-c3cccc(F)c3)n2n1)NCc1ccco1,1.3,-2,-5,1,-28,0.97,-6,3,6
COc1cc(/C=C/C(=O)c2c(O)cc(C)oc2=O)cc(OC)c1O,0.89,-2,-7,4,11,0.79,-7,21,7
O=C(CSc1ncn[nH]1)NCCC(c1ccccc1)c1ccccc1,0.97,0,-5,1,3,1,0,-3,11
CCc1c(C)nc2cc(-c3ccc(Cl)cc3)[nH]n2c1=O,1.1,-1,-5,-1,-9,0.98,-6,2,-6
CCOC(=O)C1=C(C)NC(=O)NC1/C=C/c1ccccc1 (stereo not given),0.86,-1,-5,0,14,1.1,-1,-5,3
Cc1ccc(NC(=O)Nc2ccc(Cl)c(Cl)c2)nc1,1,-1,-3,1,-3,1.1,-2,-8,15
COc1cccc(NC(=O)CSc2nc3ccccc3n2C)c1,1,-1,0,-1,-1,1.1,1,-12,31
O/N=C\c1cnc(N2CCN(c3ccccc3)CC2)s1,0.77,-4,-8,5,23,1,-2,0,5
CC(C)(C)NC(=O)COc1ccc2oc3c(c2c1)CCCC3,0.94,0,2,-4,6,0.92,0,8,28
Cc1c(NS(=O)(=O)c2ccc(C(=O)NCc3ccccc3)cc2)c(=O)n(-c2ccccc2)n1C,1.1,-1,-14,0,-5,1.1,1,-8,14
COc1ccc(-c2nnc3c4ccccc4c(C)nn23)cc1S(=O)(=O)N1CCN(CCO)CC1,0.77,0,-4,-1,23,0.93,-2,7,-8
CN1C(=O)C2C(c3ccc(N(C)C)cc3)NN(Cc3ccccc3)C2C1=O (stereo not given),1,1,-6,-2,-4,0.95,1,5,34
CCOC(=O)COc1ccc(S(=O)(=O)Nc2ccc3c(c2)OCCO3)cc1,1.1,-4,-4,0,-5,1,0,-2,18
CCN(C(=O)c1cc2c(C)nc3ccccc3c2o1)c1cc(Cl)ccc1OC,0.9,-3,-2,0,10,0.91,-2,10,-1
O=C(CN1CCN(c2ccccc2)CC1)Nc1ccc2c(c1)CCC2,1.1,-4,-4,2,-13,1.1,5,-14,28
CC(C)[C@H](NC(=O)C1CC(=O)N(c2ccc3c(c2)OCO3)C1)C(=O)NC1CCCC1 (stereo not given in full),0.94,-2,10,-4,6,1.1,16,-6,10
COC(=O)c1ccccc1NC(=O)c1cc(-c2cccs2)on1,0.9,-5,-6,0,10,0.93,-2,7,-6
O=C(NCc1ccc(OC(F)(F)F)cc1)C1CC(c2ccc(C(F)(F)F)cc2)=NO1 (stereo not given),1,-5,-9,1,-3,0.89,-1,11,7
Cc1ccc(S(=O)(=O)N2CCOCC2)cc1NC(=O)COC(=O)/C=C/c1ccc(F)cc1,1.2,-4,-4,-5,-18,0.99,-3,1,0
Cc1ccc(C2=NN(C(=O)c3ccco3)C(O)(C(F)(F)F)C2)cc1 (stereo not given),1.1,-1,-12,0,-10,0.91,-3,9,20
COCCC(=O)N1CCCC(C(=O)c2ccc(Oc3ccccc3)cc2)C1 (stereo not given),1,-1,-5,2,-1,0.97,-3,3,0
# (more compounds)
SMILES,hIAP act,MIN6 prolif,A3G deaminase,SENP1 FRET inh,hIAP inh,mIAP act,APOBEC3A inh,mIAP block,NLRP3 yeast inh
O=S(=O)(Nc1ccc(-n2cccc2)cc1)c1ccc(F)cc1,0.96,-2,-7,2,4,0.92,-4,8,3
CC(OC(=O)c1ccncc1)C(=O)NC1CCCC1 (stereo not given),1.2,-1,4,0,-17,1.1,5,-10,9
CCCN1CCC(NC(=S)Nc2ccc([N+](=O)[O-])cc2)CC1,0.76,1,-9,-17,24,0.92,-2,8,21
NS(=O)(=O)c1ccc(NC(=O)c2ccccc2Cl)cc1,0.89,-2,-1,1,11,0.95,0,5,0
CSCCC(NC(=O)c1ccccc1Br)C(=O)NNC(=O)c1ccco1 (stereo not given),1.2,-3,-4,0,-23,1,-2,0,7
N#Cc1c2n(c3c(=O)n(Cc4ccccc4Cl)cnc13)CCCCC2,1.1,-2,-5,1,-10,0.99,-4,0,20
Cc1ccc(CNC(=O)CCn2cc(-c3ccc(C)cc3)nc2CCN)cc1,1,-4,2,-7,0,1.1,-1,-10,17
Cc1ccc(NC(=O)Cn2cccc2)cc1,0.79,-2,-4,-2,21,0.94,-1,6,17
Cc1ccc(CCS(=O)(=O)c2ccc(C(C)(C)C)cc2)cn1,0.93,1,-7,2,7,1.1,-5,-6,24
COc1ccc(-c2cn3cccnc3n2)cc1Br,1.1,-1,-9,-3,-7,1.1,1,-6,42
COc1ccc(C(=O)NCC(=O)N/N=C/c2c(C)[nH]c3ccccc23)cc1OC,0.91,0,10,3,10,0.97,4,2,23
COc1ccc(CCN=Cc2c(C)[nH]n(-c3ccc([N+](=O)[O-])cc3)c2=O)cc1OC,1.1,-2,-6,0,-9,0.94,1,6,18
CCCOc1ccc(CNC(=O)C2CCN(c3nn4c(=O)cc(C)nc4s3)CC2)cc1,0.92,2,-6,-2,8,1,-7,-1,11
Cc1c(Br)c([N+](=O)[O-])nn1C(C)C(=O)N1CCc2ccccc2C1 (stereo not given),1.2,-1,-1,-1,-18,0.9,3,10,10
CCC(=O)N(Cc1cc(=O)[nH]c2ccccc12)c1ccc(OC)cc1,1.1,-2,-6,1,-14,0.94,-5,6,-10
O=C(COc1cc(=O)n2c(n1)SCCC2)c1ccccc1,1,0,3,0,-2,1,1,-2,3
Cc1ccc(C)n1-c1ccc(C(=O)NC2CCN(Cc3ccccc3)CC2)cc1,1.2,1,-1,-14,-20,1,0,-1,4
CCn1c(CNC(=O)c2ccccc2)nnc1SCC(=O)N1CCN(c2ccccc2)CC1,1,0,-4,-1,-4,1,-3,0,-4
COc1cc2[nH]c(C(=O)Nc3ccc(F)cc3)cc2c(OC)c1OC,0.94,-3,-3,2,6,1.1,2,-14,23

# From PubChem BioAssay
